EPAC1 antagonist = qHTS for Antagonist of cAMP-regulated guanine nucleotide exchange factor 3 (EPAC1): primary screen | AID 720709, 2013 | EPAC1 GEF assay, Rap1b-BODIPY-GDP exchange fluorescence | Potency, µM (series often up to 115 µM), inactives show at the top dose activity change, negative = inhibition, most hits filed as inhibitors | Rap guanine nucleotide exchange factor 3 (Homo sapiens), O95398 | actives 0.14% (n = 360,000);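 further: plate controls were vehicle for no effect and positive control for full effect; nearly all actives have a fitted effect of over 50% in size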
Target sequence (O95398 whole entry, looked up): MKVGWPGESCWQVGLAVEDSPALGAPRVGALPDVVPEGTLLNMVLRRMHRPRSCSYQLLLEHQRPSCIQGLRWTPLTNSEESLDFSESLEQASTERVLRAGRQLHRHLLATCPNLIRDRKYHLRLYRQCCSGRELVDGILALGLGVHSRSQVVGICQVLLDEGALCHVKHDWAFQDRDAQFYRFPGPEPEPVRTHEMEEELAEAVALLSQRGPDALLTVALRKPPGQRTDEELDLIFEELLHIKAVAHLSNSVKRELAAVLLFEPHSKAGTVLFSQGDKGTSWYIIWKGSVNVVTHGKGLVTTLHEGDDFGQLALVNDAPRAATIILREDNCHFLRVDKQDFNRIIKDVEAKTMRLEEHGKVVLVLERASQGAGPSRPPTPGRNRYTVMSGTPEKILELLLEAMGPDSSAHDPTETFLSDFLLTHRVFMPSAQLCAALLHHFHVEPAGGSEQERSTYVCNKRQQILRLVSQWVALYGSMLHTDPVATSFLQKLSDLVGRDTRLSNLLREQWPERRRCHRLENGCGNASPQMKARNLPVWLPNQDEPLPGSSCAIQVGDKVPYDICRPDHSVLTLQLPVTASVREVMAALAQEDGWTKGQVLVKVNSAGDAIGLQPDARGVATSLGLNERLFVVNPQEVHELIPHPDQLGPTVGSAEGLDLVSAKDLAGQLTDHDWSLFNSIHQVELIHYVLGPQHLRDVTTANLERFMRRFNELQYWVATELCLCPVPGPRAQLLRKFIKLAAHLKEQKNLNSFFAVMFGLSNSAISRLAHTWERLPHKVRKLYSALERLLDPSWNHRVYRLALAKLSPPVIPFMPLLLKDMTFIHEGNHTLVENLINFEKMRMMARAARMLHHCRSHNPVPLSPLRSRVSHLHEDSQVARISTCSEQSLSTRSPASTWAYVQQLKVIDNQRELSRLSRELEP
TDP-43 yeast inh = qHTS of TDP-43 Inhibitors; Potency, µM (doses to about 46.1 µM), inactives show at the top dose growth rescue (activation), usual class: activators; TDP-43 expressing yeast growth rescue, BacTiter-Glo, 24 h; actives 1.8% (n = 410,000); AID 652104, 2013; further: % of control where 0% means no effect; nearly all actives have a fitted effect of over 50% in size
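Readout is BacTiter-Glo luminescence of cell growth, so inhibitors register as activators. TDP-43-expressing yeast at OD600=0.02 in galactose medium, after raffinose pregrowth to mid-log, were incubated with compound for 24 hr at 30 deg C.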
FUS yeast rescue = qHTS for Suppressors of FUS Proteinopathy: Primary screen using FUS-linked yeast assay. S. cerevisiae FUS-expressing, growth rescue, OD600, 24 h. Potency, µM (top dose mostly 76.6 µM), inactives show at the highest dose growth rescue (activation), actives largely listed as activators. actives 0.24% (n = 390,000);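 further: plate controls were DMSO vehicle for no effect and reference control for full effect; nearly all actives have a fitted effect of over 55% in size; some results filed as inactive show a strong effect at the top dose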
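Compound concentration series was pinned onto galactose-induced FUS-expressing yeast seeded at OD 0.005. Plates sat 24hr at 30C; absorbance at 600 nm gave growth. DMSO served as background control.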
EPAC1 ag = qHTS for Agonist of cAMP-regulated guanine nucleotide exchange factor 3 (EPAC1): primary screen. AID 720707, 2013. EPAC1 agonist qHTS, biochemical assay; response scale: 100% = response to 6.5 mM cAMP. actives 0.073% (n = 360,000). Potency, µM (doses to about 154 µM), inactives show at the top dose activation, actives largely listed as activators. Rap guanine nucleotide exchange factor 3 (Homo sapiens), O95398; further: nearly all actives have a fitted effect of over 60% in size
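Read-out is the fluorescence drop as BODIPY-GDP leaves Rap1B (480 nm excitation, 540 nm emission), recorded every 5 minutes over 30 minutes. Reactions held 100 nM EPAC1, 250 nM Rap1B–BODIPY-GDP and 50 uM GDP, with 6.5 mM cAMP setting full activation.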
EPAC2 agonist = qHTS for Agonist of cAMP-regulated guanine nucleotide exchange factor 4 (EPAC2): primary screen. Rap guanine nucleotide exchange factor 4 (Homo sapiens), Q8WZA2. EPAC2 activation, biochemical qHTS; response scale: 100% = 6.5 mM cAMP response. Potency, µM (top dose mostly 154 µM), for the others: top-dose activation, usual class: activators. actives 0.079% (n = 360,000); further: nearly all actives have a fitted effect of over 50% in size
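Nucleotide exchange monitored as fluorescence drop when BODIPY-GDP leaves Rap1B. Reaction: 100 nM EPAC2, 250 nM RAP1B-BODIPY-GDP, 50 uM GDP, room temperature, kinetic read over 30 min. Activity expressed relative to 6.5 mM cAMP.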
PTHR1 agonist = qHTS for PTHR1 Agonists: Primary Screen; HEK293 GP2 PTHR1 cells, GloSensor cAMP luminescence, 1 h; Potency, µM (highest dose often 115 µM), for the others: top-dose activation, actives largely listed as activators; Parathyroid hormone/parathyroid hormone-related peptide receptor (Homo sapiens), Q03431; actives 0.075% (n = 410,000); further: nearly all actives have a fitted effect of over 55% in size; some results filed as inactive show a strong effect at the top dose; inactives centre near -15; many of its hits are not listed in these tables
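HEK-293-derived GP2 cells expressing PTHR1 and a GloSensor cAMP reporter, 3,000/well, plated overnight, given luciferin plus IBMX (each 0.5 mM as added) for 1 h at 37 °C, then compound for 1 h at 37 °C. Luminescence was read after 15 min at room temperature.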
EPAC2 antag = qHTS for Antagonist of cAMP-regulated guanine nucleotide exchange factor 2 (EPAC2): primary screen | Rap guanine nucleotide exchange factor 4 (Homo sapiens), Q8WZA2 | EPAC2 GEF exchange of Rap1B-BODIPY-GDP, fluorescence | Potency, µM (highest dose often 114 µM), inactives show at the top dose activity, negative = inhibition, most hits filed as inhibitors | actives 0.18% (n = 360,000) | AID 720708, 2013; further: on the % scale 0 is the no-effect control and ±100 the full control effect; nearly all actives have a fitted effect of over 45% in size; many of its hits are not listed in these tables
aSyn yeast inh = qHTS of alpha-syn Inhibitors; Yeast expressing alpha-synuclein, growth rescue, BacTiter-Glo, 24 h; actives 0.14% (n = 370,000); Potency, µM (doses to about 46.1 µM), without a hit: top-dose growth rescue (activation), usual class: activators; further: % of control where 0% means no effect; nearly all actives have a fitted effect of over 65% in size
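Readout is rescue of growth in alpha-synuclein-expressing yeast, so inhibitors of toxicity appear as activators. Growth after 24 hr at 30 deg C in galactose medium is quantified by luminescence.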
The depositor's hits bear a star; [ ] = dose if it differs, or a comment. The call rests on the fitted dose curve; in most records, active means well fitted curve in the direction sought with a large enough effect; inconclusive means small, poorly fitted or top-dose-only effect, or another doubt; inactive means no such curve, though single readings can be large; an effect the other way counts as inactive or inconclusive. Potency means the concentration at half of the fitted maximal effect.

Screening COc1ccc(/C=C/C(=O)NC(=S)NNC(=O)c2cccnc2)cc1OC returned EPAC1 antagonist -16%, TDP-43 yeast inh 12%, FUS yeast rescue inconclusive, EPAC1 ag 3%, EPAC2 agonist -1%, PTHR1 agonist -30%[inhibitor], EPAC2 antag -13% and aSyn yeast inh -3%.
Cc1ccc(C(=O)Nn2c(N)c(S(=O)(=O)c3ccc(C)cc3)c3nc4ccccc4nc32)cc1 was read as EPAC1 antagonist -3%, TDP-43 yeast inh -4%, FUS yeast rescue 32%, EPAC1 ag 21%, EPAC2 agonist 20%, PTHR1 agonist inactive, EPAC2 antag -2%[57.1 µM] and aSyn yeast inh -1%.
`CCc1ccc(OC(=O)c2ccn(CC)n2)cc1` gave EPAC1 antagonist -8%, TDP-43 yeast inh 1%, FUS yeast rescue -15%, EPAC1 ag -3%, EPAC2 agonist -57%[15.6 µM], PTHR1 agonist inactive, EPAC2 antag -39% and aSyn yeast inh 2%.
`Cn1c(SCC(=O)NCC2CCCO2)ncc(C(=O)Nc2ccc(F)cc2)c1=O` (stereo not drawn) gave EPAC1 antagonist 5%, TDP-43 yeast inh 14%, FUS yeast rescue 2%, EPAC1 ag 3%, EPAC2 agonist 1%, PTHR1 agonist -75%[inhibitor], EPAC2 antag -3% and aSyn yeast inh 2%.
CCC1(CC)Cc2ccccc2C(C2=C(O)CC(C)(C)CC2=O)=N1 was read as EPAC1 antagonist -1%, TDP-43 yeast inh -5%, FUS yeast rescue -11%, EPAC1 ag 1%, EPAC2 agonist -5%, PTHR1 agonist inactive, EPAC2 antag 1% and aSyn yeast inh -13%.
`CCOC(=O)C1=C(Nc2cccc(Cl)c2)OCC1=O` gave EPAC1 antagonist 5%, TDP-43 yeast inh inconclusive, FUS yeast rescue -19%, EPAC1 ag -4%, EPAC2 agonist -7%, PTHR1 agonist inactive, EPAC2 antag -1% and aSyn yeast inh -7%.
`CCCOc1ccc(NC(=O)C(=O)NCCCn2ccnc2)cc1` gave EPAC1 antagonist -12%, TDP-43 yeast inh 15%, FUS yeast rescue -18%, EPAC1 ag 0%, EPAC2 agonist -10%, PTHR1 agonist inactive, EPAC2 antag 0% and aSyn yeast inh 1%.
For O=C(CSc1ncnc2c1nnn2Cc1ccc(F)cc1)NCC1CCCO1 (stereo not drawn) the results were EPAC1 antagonist -6%, TDP-43 yeast inh 16%, FUS yeast rescue 7%, EPAC1 ag 11%, EPAC2 agonist 19%, PTHR1 agonist -31%[inhibitor], EPAC2 antag -6% and aSyn yeast inh 1%.
For CS/C(=C(/C#N)S(=O)(=O)c1ccc(Cl)cc1)N1CCOCC1 the results were EPAC1 antagonist 1%, TDP-43 yeast inh 16%, FUS yeast rescue -3%, EPAC1 ag -3%, EPAC2 agonist 10%, PTHR1 agonist -13%, EPAC2 antag -1% and aSyn yeast inh 1%.
COc1ccc(/C=C2\SC(=O)N(CC(=O)NC3C=CS(=O)(=O)C3)C2=O)cc1 (stereo not drawn) was read as EPAC1 antagonist -7%, TDP-43 yeast inh 5%, FUS yeast rescue 31%, EPAC1 ag -5%, EPAC2 agonist 1%, PTHR1 agonist -8%, EPAC2 antag -1% and aSyn yeast inh -3%.
For COc1cc(C)nc(N2CCCC(C(=O)Nc3cccc(Cl)c3C)C2)n1 (stereo not drawn) the results were EPAC1 antagonist -3%, TDP-43 yeast inh 1%, FUS yeast rescue 11%, EPAC1 ag -11%, EPAC2 agonist 1%, PTHR1 agonist -1%[57.5 µM], EPAC2 antag 17% and aSyn yeast inh -5%.
Cc1csc(SCC(=O)Nc2ccccc2)n1 was read as EPAC1 antagonist -13%, TDP-43 yeast inh -4%, FUS yeast rescue 18%, EPAC1 ag 8%, EPAC2 agonist 12%, PTHR1 agonist -13%, EPAC2 antag -6% and aSyn yeast inh -3%.

Reprinted at random: two compounds from above, in no set order.
COc1ccc(/C=C2\SC(=O)N(CC(=O)NC3C=CS(=O)(=O)C3)C2=O)cc1 (stereo not drawn) was read as EPAC1 antagonist -7%, TDP-43 yeast inh 5%, FUS yeast rescue 31%, EPAC1 ag -5%, EPAC2 agonist 1%, PTHR1 agonist -8%, EPAC2 antag -1% and aSyn yeast inh -3%.
`Cn1c(SCC(=O)NCC2CCCO2)ncc(C(=O)Nc2ccc(F)cc2)c1=O` (stereo not drawn) gave EPAC1 antagonist 5%, TDP-43 yeast inh 14%, FUS yeast rescue 2%, EPAC1 ag 3%, EPAC2 agonist 1%, PTHR1 agonist -75%[inhibitor], EPAC2 antag -3% and aSyn yeast inh 2%.

(continued)
For CCOc1ccc2[nH]c(C)c(CN3CCCCCC3)c(=O)c2c1 the results were EPAC1 antagonist 2%, TDP-43 yeast inh 10%, FUS yeast rescue 10%, EPAC1 ag 7%, EPAC2 agonist 11%, PTHR1 agonist -21%, EPAC2 antag -5% and aSyn yeast inh -1%.
For O=C(CCC(=O)Nc1cccc2ccccc12)N/N=C/c1ccco1 the results were EPAC1 antagonist -13%, TDP-43 yeast inh 19%, FUS yeast rescue -6%, EPAC1 ag -4%, EPAC2 agonist 2%, PTHR1 agonist -16%, EPAC2 antag 6% and aSyn yeast inh -1%.
Cn1c(Cn2c(=O)sc3ccccc32)nnc1SCC(=O)NCc1ccccc1 was read as EPAC1 antagonist -10%, TDP-43 yeast inh -2%, FUS yeast rescue -9%, EPAC1 ag 9%, EPAC2 agonist 7%, PTHR1 agonist -5%, EPAC2 antag 0% and aSyn yeast inh -3%.
For COc1cccc(/C=N/NC(=O)C(=O)N2CCCC2)c1O the results were EPAC1 antagonist 8%, TDP-43 yeast inh -6%, FUS yeast rescue -15%, EPAC1 ag -3%, EPAC2 agonist 6%, PTHR1 agonist -21%, EPAC2 antag 2% and aSyn yeast inh inconclusive.
`O=C1CCC(C(=O)OCC(=O)Nc2ccccc2Br)=NN1` gave EPAC1 antagonist 8%, TDP-43 yeast inh 23%, FUS yeast rescue -15%, EPAC1 ag 2%, EPAC2 agonist 0%, PTHR1 agonist -19%, EPAC2 antag 7% and aSyn yeast inh -7%.
For CCOC(=O)CCCNC(=O)COC(=O)c1cc(Br)c(Br)s1 the results were EPAC1 antagonist -13%, TDP-43 yeast inh 22%, FUS yeast rescue -27%, EPAC1 ag 1%, EPAC2 agonist 2%, PTHR1 agonist inactive, EPAC2 antag -10% and aSyn yeast inh -3%.
Screening CCN(CC)c1c([N+](=O)[O-])c(=O)n(C)c2ccccc12 returned EPAC1 antagonist 6%, TDP-43 yeast inh -7%, FUS yeast rescue -4%, EPAC1 ag 6%, EPAC2 agonist 9%, PTHR1 agonist -46%, EPAC2 antag -21% and aSyn yeast inh 18%.
Screening COc1ccc(CC(=O)NC(=S)NNC(=O)COc2c(C)cccc2C)cc1 returned EPAC1 antagonist -15%, TDP-43 yeast inh 4%, FUS yeast rescue 14%, EPAC1 ag 4%, EPAC2 agonist 0%, PTHR1 agonist inactive, EPAC2 antag 0% and aSyn yeast inh 20%.
For Cc1ncsc1C(=O)N1N=C2/C(=C/c3ccccc3)CCCC2C1c1ccccc1 (stereo not drawn) the results were EPAC1 antagonist -23%, TDP-43 yeast inh -1%, EPAC1 ag 6%, EPAC2 agonist 4%, PTHR1 agonist -28%, EPAC2 antag -2% and aSyn yeast inh -1%.
COc1ccc(C(=O)C=Cc2ccc3c(c2)OCO3)cc1OC was read as EPAC1 antagonist -1%, TDP-43 yeast inh 14µM*, FUS yeast rescue 3%, EPAC1 ag 7%, EPAC2 agonist -3%, PTHR1 agonist -48%[inhibitor], EPAC2 antag -6% and aSyn yeast inh -1%.
N#Cc1c2c(c(NCCN3CCOCC3)n3c1nc1ccccc13)CCCC2 was read as EPAC1 antagonist 7%, TDP-43 yeast inh 2%, FUS yeast rescue 1%, EPAC1 ag -4%, EPAC2 agonist -12%, PTHR1 agonist inactive, EPAC2 antag -2% and aSyn yeast inh 7%.
For CCC(C)(C)c1ccc(OC(=O)c2cccnc2Cl)cc1 the results were EPAC1 antagonist -15%, TDP-43 yeast inh -1%, FUS yeast rescue 1%, EPAC1 ag -3%, EPAC2 agonist 5%, PTHR1 agonist -19%, EPAC2 antag -22% and aSyn yeast inh 2%.

Molecules from the list above that contain a cyano group (two):
For CS/C(=C(/C#N)S(=O)(=O)c1ccc(Cl)cc1)N1CCOCC1 the results were EPAC1 antagonist 1%, TDP-43 yeast inh 16%, FUS yeast rescue -3%, EPAC1 ag -3%, EPAC2 agonist 10%, PTHR1 agonist -13%, EPAC2 antag -1% and aSyn yeast inh 1%.
N#Cc1c2c(c(NCCN3CCOCC3)n3c1nc1ccccc13)CCCC2 was read as EPAC1 antagonist 7%, TDP-43 yeast inh 2%, FUS yeast rescue 1%, EPAC1 ag -4%, EPAC2 agonist -12%, PTHR1 agonist inactive, EPAC2 antag -2% and aSyn yeast inh 7%.

Further records follow:
`O=C(Nc1ccc(C(F)(F)F)cc1)c1ccccc1-n1cnnn1` gave EPAC1 antagonist -15%, TDP-43 yeast inh 8%, FUS yeast rescue -16%, EPAC1 ag 5%, EPAC2 agonist 8%, PTHR1 agonist -8%, EPAC2 antag 1% and aSyn yeast inh 2%.
`CC1=C(C(=O)OCCOc2ccccc2)C(c2ccc(C)o2)C2=C(CC(C)(C)CC2=O)N1` (stereo not drawn) gave EPAC1 antagonist -7%, TDP-43 yeast inh 12%, FUS yeast rescue 41%, EPAC1 ag 0%, EPAC2 agonist 15%, PTHR1 agonist -18%[57.5 µM], EPAC2 antag -7% and aSyn yeast inh 10%.
Screening O=C(N/N=C\c1cccc(Cl)c1)c1n[nH]c2c1CCCC2 returned EPAC1 antagonist -4%, TDP-43 yeast inh -11%[9.22 µM], FUS yeast rescue -2%, EPAC1 ag 7%, EPAC2 agonist 10%, PTHR1 agonist -12%, EPAC2 antag -16% and aSyn yeast inh -3%.
Screening COCCN1C[C@@H](CO)O[C@@H](n2cnc3c(N4CCN(CCO)CC4)ncnc32)C1 returned EPAC1 antagonist -3%, TDP-43 yeast inh -5%, FUS yeast rescue -12%, EPAC1 ag -17%, EPAC2 agonist 1%, PTHR1 agonist inactive, EPAC2 antag -14% and aSyn yeast inh 15%.

Compound activity (PubChem)

The list is partial; the hit share may differ from the screen's.
